# GAA spleen mod – lysosomal alpha-glucosidase (human) modulation; Potency, µM (series often up to 79.9 µM), without a hit: at the highest dose activity change, negative = inhibition, hits mostly inhibitors; human spleen homogenate, 4-MU-alpha-glucoside fluorescence; 240,000 compounds, 0.006% hits; P10253;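 further: 0% = enzyme with vehicle and -100% = no enzyme basal signal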
#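 Human spleen homogenate (1 ug) incubated with compounds and 1 mM 4-methylumbelliferyl-alpha-D-glucopyranoside in pH 5.0 citrate/phosphate buffer, 37 C, 40 min. Stopped at pH 10; 4-MU fluorescence (Ex 365/Em 440 nm); AC50 by Hill fit.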
# GoLoco inh red – inhibitors of human Gai1-RGS12 GoLoco interaction (red fluorophore). P63096. Gai1:RGS12 GoLoco peptide FP, rhodamine, 10 min. Potency, µM (top dose mostly 61.6 µM), without a hit: top-dose activity, negative = inhibition, usual class: inhibitors. 230,000 compounds, 0.44% hits. AID 880; active means well fitted inhibition curve with a large enough effect, not every such curve was filed as active; inactive means no such curve, though single readings can be large or run the other way; further: on the % scale 0 is the no-effect control and ±100 the full control effect; nearly all actives have a fitted effect of over 30% in size; many of its hits are not listed in these tables
# Target sequence (P63096 whole entry, looked up): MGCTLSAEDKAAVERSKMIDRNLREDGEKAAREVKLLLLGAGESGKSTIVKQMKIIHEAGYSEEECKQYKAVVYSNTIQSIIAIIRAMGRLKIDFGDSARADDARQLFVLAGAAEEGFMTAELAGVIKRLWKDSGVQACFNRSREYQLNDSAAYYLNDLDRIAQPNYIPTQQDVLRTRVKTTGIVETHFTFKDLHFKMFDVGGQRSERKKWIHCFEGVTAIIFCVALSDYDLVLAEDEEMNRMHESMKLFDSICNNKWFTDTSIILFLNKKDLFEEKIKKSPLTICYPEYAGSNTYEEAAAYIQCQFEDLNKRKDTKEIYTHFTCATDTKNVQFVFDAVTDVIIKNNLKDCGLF
# IMPase Li inh – membrane-permeable IMPase blocker, potentiated with lithium. Potency, µM (highest dose often 59.4 µM), for the others: at the highest dose activity, negative = IMPase inhibition, usual class: inhibitors. CHO-M1 cells, IP1 TR-FRET (IP-One), carbachol + lithium. 210,000 compounds, 0.35% hits;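 further: IP1 builds up when IMPase is blocked and the TR-FRET signal falls; plate controls were basal vehicle for no effect and high inhibitor control for full effect; nearly all actives have a fitted effect of over 50% in size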
#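 Test compounds were applied to CHO-M1 cells previously cultured for 16–30 h at 2000 per well. A small lithium amount accompanied them; after 30 min at 37C, IP1 was quantified by TR-FRET.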
# GAA glycogen – GAA glycogen-cleavage inhibition or activation | P10253 | recombinant GAA, glycogen substrate, Amplex Red glucose oxidase fluorescence | Potency, µM (doses to about 76.4 µM), for the others: top-dose activity change, negative = inhibition, actives largely listed as inhibitors | 300,000 compounds, 0.38% hits | AID 2100;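 further: 0% = full enzyme reaction and -100% = no-enzyme basal signal; the screen sought inhibitors and activators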
#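 Recombinant human alpha-glucosidase (4 nM final) hydrolysed bovine liver glycogen (30 ug) for 40 min at 37 C in pH 5.0 citrate/phosphate with 0.01% Tween-20. Released glucose detected by glucose oxidase/Amplex Red, Ex 573/Em 610 nm. Compounds up to 77 uM; AC50 from Hill fits.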
# GAA inh – blocks human lysosomal alpha-glucosidase. 200,000 compounds, 0.005% hits. purified human GAA, 4-MU-alpha-glucoside fluorescence. Potency, µM (top dose mostly 76.9 µM), inactives show at the highest dose activity change, negative = inhibition, usual class: inhibitors. P10253;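 further: plate controls were uninhibited enzyme wells for no effect and no-enzyme background for full effect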
#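 Enzyme (4 nM final) mixed with compound (up to 77 uM), then 4-MU-alpha-D-pyranoside (400 uM final) added; 20 min at room temperature, pH 5.0. Reaction stopped at pH 10, fluorescence read, AC50 derived by Hill fit.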
# HTT ATP protect – Huntington cell model cytoprotection by ATP luminescence; 230,000 compounds, 0.14% hits; Potency, µM (titrated, usually from 56.4 µM), without a hit: cytoprotection (ATP increase), actives largely listed as activators; PC12 HTT-Q103 induced, cytoprotection, ATP luminescence, 40 h;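 further: % of control where 0% means no effect; nearly all actives have a fitted effect of over 45% in size; toxic huntingtin expression switched on by the ecdysone agonist tebufenozide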
#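 PC12 cells stably carrying ecdysone-inducible Htt exon 1 (Q103)–GFP were induced with 100 nM tebufenozide (final) alongside library compounds in a dose series. Cytoprotection was scored as retained ATP by ATPlite luminescence.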
# HTT aggregate – reduces HttQ103-GFP aggregates in PC12 cells; PC12 HttQ103-GFP aggregates, Acumen cytometry, 40 h; Potency, µM (highest dose often 46.1 µM), inactives show at the top dose activity change, negative = inhibition, usual class: inhibitors; 220,000 compounds, 1.1% hits; AID 1688; further: on the % scale 0 is the no-effect control and ±100 the full control effect; nearly all actives have a fitted effect of over 60% in size
#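 Steps: seed 1500 PC12 HTTQ103-GFP cells/well; add tebufenozide, 100 nM final; add compound titration; add ATPLite reagent; quantify GFP aggregates by laser scanning cytometry.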
# Starred values were filed as active, the others as inactive; ? = inconclusive; . = no result given; & = joins results of further samples; [ ] = another dose, or the depositor's remark. Unless noted, the call rests on the fitted dose curve; in most records, active means well fitted curve in the direction sought with a large enough effect; inconclusive means small, poorly fitted or top-dose-only effect, or another doubt; inactive means no such curve, though single readings can be large; an effect the other way counts as inactive or inconclusive. Potency means the concentration at half of the fitted maximal effect.
SMILES,GAA spleen mod,GoLoco inh red,IMPase Li inh,GAA glycogen,GAA inh,HTT ATP protect,HTT aggregate
Cc1nc(=O)c(-c2ccccc2)c(C)n1-c1ccc(C(=O)O)cc1,-6%,-3%,10%[38.3 µM],-8%,1%,1%,8%
COC(=O)CC1C(=O)NCCN1C(=S)Nc1ccc(F)cc1 (centres undefined),0%,2%,.,3%,.,14%[10 µM],11%[9.22 µM]
Cc1ccc(S(=O)(=O)N2CCC(=O)N([C@H](COCc3ccc(C(F)(F)F)cc3)Cc3ccccc3)CC2)cc1,7%,25%,12%,.,.,-9%[40.3 µM],.
CC12CCC(C(=O)Nc3nccs3)(OC1=O)C2(C)C (centres undefined),-4%,15%,-8%[38.3 µM],8%,2%,-16%,11%
O=C(C1CCN(S(=O)(=O)Cc2ccccc2)CC1)N1CCCc2ccccc21,4%,4%,-18%[38.3 µM],-4%,-30%,-5%[10 µM],-7%
COc1cccc2cc(C(=O)N3CCCCC3C)c(=O)oc12 (centres undefined),1%,-7%,0%,1%,-7%,4%[10 µM],11%
CC1CCCCN1S(=O)(=O)c1ccc2c(c1)CCN2C(=O)C1CCC1 (centres undefined),-3%,-4%,2%[38.3 µM],1%,1%,-32%,-22%
c1cnn(-c2cc(N3CCOCC3)ncn2)c1,-8%,-8%,3%[38.3 µM],1%,-3%,-40%[10 µM],?
O=C(COc1cc(=O)n2c(n1)SCCC2)c1ccccc1,2%,0%,-12%[38.3 µM],1%,-5%,14%,-1%
COc1ccc(NC(=S)NCCc2ccc(Cl)cc2)c(OC)c1,1%,4%,-9%[38.3 µM],?,0%,-12%,?
Cc1nnc(NC(=O)c2c(-c3ccccc3Cl)noc2C)s1,5%,12%,2%,-11%,0%,-3%[10 µM],2%[9.22 µM]
Cc1cccc(OC2(c3ccccc3)OC(=O)c3ccccc32)c1C (centres undefined),-6%,4%,11%[38.3 µM],-6%,8%,-14%,-19%
O=C(NCCc1c[nH]c2ccccc12)C(=O)NCC(c1ccco1)N1CCN(c2ccc(F)cc2)CC1 (centres undefined),-12%,-5%,6%,-4%,3%,-15%[10 µM],-1%
Cn1cc(CN2CCCC(CO)(Cc3ccccc3)C2)c2ccccc21 (centres undefined),5%,14%,20%,10%,-5%,10%[10 µM],11%[9.22 µM]
Cc1ccc(F)cc1NC(=O)CN1CCN(c2ccccn2)CC1,.,1%,-5%,7%,-1%,-16%,-4%
CC1=C(C(=O)Nc2ccccc2F)C(c2ccsc2)C2=C(CC(C)(C)CC2=O)N1 (centres undefined),8%,10%,-4%,-5%,-6%,7%[10 µM],-10%
CCN1/C(=C/C=C/c2oc3ccc(-c4ccccc4)cc3[n+]2CC)Oc2ccc(-c3ccccc3)cc21,-1%,-196%,16%,-17%,?,-94%[inhibitor][10 µM],0.35µM*
O=C(O)CCc1nc(-c2ccccc2Cl)no1,-4%,-12%,-3%[38.3 µM],6%,-5%,9%,17%
COc1ccc(CCNC(=O)Cc2c(Cl)cccc2Cl)cc1,2%,25%,1%,-9%,-6%,-23%,12%
O=C(NCc1ccccc1)/C(=N\O)c1ccccc1,0%,-7%,-5%[38.3 µM],4%,2%,0%,-8%
CC(C)C(O)(CC#CCN1CCCC1)c1ccccc1 (centres undefined),.,0%,18%,6%,-2%,-1%,12%
O=C(Nc1nc(-c2cccs2)c(C(=O)C(F)(F)F)s1)c1ccco1,-17%,9%,10µM*,-11%,-7%,6%,-6%
O=c1[nH]c(Nc2ccc3c(c2)OCCO3)nnc1Cc1ccc(Cl)cc1,-3%,11%,3%,-3%,2%,-12%,-9%
CC(C)CNC(=O)CN(C)S(=O)(=O)c1ccc(F)cc1,1%,-4%,-9%,10%,3%,.,-4%
CCn1c(SCC(=O)NCc2ccccc2)nc2nc3c(cc2c1=O)CCCC3,-3%,4%,5%,16%,6%,-10%[10 µM],6%
COc1cc([N+](=O)[O-])cc(/C=N/NC(=O)c2cncc(Br)c2)c1O,3%,8%,.,-4%,.,28%[10 µM],1%[9.22 µM]
CC(C)(C)c1cc(NC(=O)c2ccco2)n(-c2ccccc2)n1,-5%,-5%,3%,14%,3%,8%,-1%
Cc1cccc(C)c1NC(=O)N1CCC(c2nc3ccccc3o2)CC1,4%,4%,-8%[38.3 µM],3%,8%,-11%[10 µM],4%
COc1ccc(C(=O)NC2CCN(C(=S)NCCc3ccccc3)CC2)cc1,6%,-19%,-3%,2%,-4%,-2%[10 µM],-5%[9.22 µM]
CC(C)N1C(=O)C(Cc2nc3ccccc3c(=O)n2-c2ccccc2)c2ccccc21 (centres undefined),-1%,2%,11%[38.3 µM],-2%,-4%,-14%,?
CCN(CC(=O)Nc1ccc2c(c1)CCC2)Cc1nc2ccccc2c(=O)[nH]1,-14%,4%,13%,-5%,5%,21%[10 µM],11%
CCOc1ccc(CCN2C(=O)C(=O)N([C@H](CCCN(C)Cc3ccccc3)CNCc3ccccc3)C[C@@H]2C(C)C)cc1,-7%,-25%,.,1%,.,-74%[inhibitor][10 µM],-26%[9.22 µM]
C/C=C/Cn1c(SCc2ccc(Cl)cc2)nc2c1c(=O)[nH]c(=O)n2C,4%,-3%,7%[38.3 µM],2%,-14%,-30%,-19%
C#CCOCCOCCOCCNc1nc(N2CCN(C(=O)[C@H](CCCCN)n3cc([C@@H](N)C(C)CC)nn3)CC2)nc(N2CCN(C(=O)[C@H](Cc3ccc(O)cc3)n3cc([C@@H](N)CC(C)C)nn3)CC2)n1 (some centres undefined),-15%,1%,1%,0%,.,-8%[10 µM],6%[9.22 µM]
COc1ccc(CN2CCN(C(=O)CC(C)C)CC2)c(OC)c1OC,1%,-6%,-5%[38.3 µM],0%,-7%,-3%,-10%
CCn1c(SCc2nc(-c3ccccc3)no2)nc2ccccc21,-1%,-1%,23%[38.3 µM],-10%,2%[15.4 µM],-5%,-22%
Cc1ccc(N=Nc2c(N)nn(-c3ccccc3)c2N)cc1,-9%,12%,-7%,-9%,-29%,-14%[10 µM],12%
CN(C)CCc1c[nH]c2ccc(Cn3cncn3)cc12,-5%,7%,-4%,.,.,21%,3%
OC(C#CCCN1CCCCC1)(c1ccccc1)C1CCCCC1 (centres undefined),5%,12%,.,2%,-7%[15.4 µM],-1%[10 µM],-13%[9.22 µM]
Cc1ccc(OCC(O)CN2CCN(c3ccccc3)CC2)cc1 (centres undefined),-3%,8%,-3%[38.3 µM],-5%,2%,-4%,6%
O=C(Cn1nc(-c2nn(CC(=O)c3ccccc3)c3[n+]2CCCCC3)[n+]2c1CCCCC2)c1ccccc1,-4%,0%,.,-3%,.,6%[10 µM],-13%[9.22 µM]
O=C(CSc1nccc(=O)[nH]1)Nc1ccccc1Sc1ccccc1,-2%,10%,5%,4%,-2%,-31%,-9%
N/C(=N\O)c1ccccc1-n1cccc1,5%,2%,-20%,?,2%,6%[10 µM],-11%
O=C(Nc1nc2ccccc2[nH]1)c1ccc(S(=O)(=O)N2CCOCC2)cc1,-1%,125%[activator],-7%,11%,10%,-13%,23%
CC1CCCC(NC(=O)COC(=O)COc2ccc(Cl)cc2)C1C (centres undefined),-6%,-5%,12%[38.3 µM],-5%,-2%,3%,31%[9.22 µM]
COc1ccc(C2CC(C(F)(F)F)n3nc(C(=O)O)c(Br)c3N2)cc1 (centres undefined),-1%,-8%,-13%[38.3 µM],5%,0%,-14%,0%[9.22 µM]
O=C(COC(=O)/C=C/C(=O)N1CCN(c2ccccc2)CC1)NCc1ccc(F)cc1,5%,4%,5%,6%,-1%,-26%,6%
CCCCCn1c(CN(C)Cc2ccccc2)nc2c1c(=O)n(C)c(=O)n2C,-17%,14%,24%[38.3 µM],4%,-11%,-23%,-10%
Cc1cc(C)nc(NC(=O)c2cccc([N+](=O)[O-])c2)c1,-2%,5%,-2%,4%,-3%,-4%[10 µM],-10%
O=C(CSCCc1ccccn1)Nc1cccnc1,1%,-3%,-23%[38.3 µM],-6%,-3%,1%,-13%

# 6 compounds drawn at random from the list so far:
SMILES,GAA spleen mod,GoLoco inh red,IMPase Li inh,GAA glycogen,GAA inh,HTT ATP protect,HTT aggregate
CCCCCn1c(CN(C)Cc2ccccc2)nc2c1c(=O)n(C)c(=O)n2C,-17%,14%,24%[38.3 µM],4%,-11%,-23%,-10%
CC1CCCC(NC(=O)COC(=O)COc2ccc(Cl)cc2)C1C (centres undefined),-6%,-5%,12%[38.3 µM],-5%,-2%,3%,31%[9.22 µM]
N/C(=N\O)c1ccccc1-n1cccc1,5%,2%,-20%,?,2%,6%[10 µM],-11%
O=C(COC(=O)/C=C/C(=O)N1CCN(c2ccccc2)CC1)NCc1ccc(F)cc1,5%,4%,5%,6%,-1%,-26%,6%
Cc1cc(C)nc(NC(=O)c2cccc([N+](=O)[O-])c2)c1,-2%,5%,-2%,4%,-3%,-4%[10 µM],-10%
O=C(CSc1nccc(=O)[nH]1)Nc1ccccc1Sc1ccccc1,-2%,10%,5%,4%,-2%,-31%,-9%

# Other records:
SMILES,GAA spleen mod,GoLoco inh red,IMPase Li inh,GAA glycogen,GAA inh,HTT ATP protect,HTT aggregate
COc1ccc(NC(=O)C2CCCN(S(=O)(=O)c3c(C)[nH]c(=O)[nH]c3=O)C2)cc1Cl (centres undefined),7%,1%,-16%,9%,2%,20%[10 µM],7%
Nc1ncnc2c1ncn2[C@H]1CC[C@@H](CO)O1,-9%&2%,0%&9%,4%&9%,.,.,6%&-6%,2%
CCCCOC(=O)c1[nH]c2c(c1C)C(=O)CC(c1cc(OC)c(OC)c(OC)c1)C2 (centres undefined),-6%,-3%,40%[activator][38.3 µM],-1%,?,6%,?
CCOC(=O)c1ccc(OC)c(OC)c1Cl,-1%,-4%,.,3%,.,4%[10 µM],-11%[9.22 µM]
CC1CCN(C(=O)Cn2cnc3c(cnn3C(C)(C)C)c2=O)CC1,.,2%,0%,3%,-9%,-26%,15%
Cc1ccc(-c2nc3ccccc3c(=O)n2CCCN2CCOCC2)cc1,-22%,-4%,25%[38.3 µM],5%,3%,0%[10 µM],4%
Cn1c(=O)n(CCc2ccccc2)c(=O)c2c1nc1n2CCCN1Cc1ccccc1,-4%,-6%,20%[38.3 µM],-17%,-7%,-31%,-52%
CC(OC(=O)c1ccc2ncsc2c1)C(=O)Nc1ncc(Cl)cc1Cl (centres undefined),0%,-6%,12%,14%,1%,14%[10 µM],5%

# A portion of the library (hit frequency here may not be typical).
